Screening results: PubChem BioAssay, National Center for Advancing Translational Sciences (NCATS)
aSyn yeast rescue – alpha-synuclein toxicity suppression in yeast. S. cerevisiae alpha-synuclein toxicity rescue, BacTiter-Glo growth, 24 h. Potency, µM (series often up to 46.1 µM), for the others: top-dose growth rescue (activation), actives largely listed as activators. 0.02% of 94,000 active; active = well fitted activation curve with a large enough effect; inconclusive = small, poorly fitted or top-dose-only effect; also: 0% is about no effect
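Growth restoration measured by BacTiter-Glo luminescence after 24 hr at 30 deg C; alpha-synuclein yeast, raffinose-pregrown to mid-log, were added at OD600=0.02 in galactose medium onto pinned compounds.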
An asterisk follows results filed as active; ? = inconclusive; [ ] = remark or other dose. Potency is read from the fitted curve at half-maximal effect. Some of the compounds tested; count on the stated rates, not on these rows.

SMILES	aSyn yeast rescue
COc1cccc(Cn2nnc(C(=O)NCc3ccc(Cl)cc3Cl)c2N)c1	5.0%
CCCn1c(=O)c2sccc2n2c(CCCC(=O)N3CCN(c4ccc(OC)cc4)CC3)nnc12	-4.8%
COC(=O)c1cccnc1-n1c(=O)c2cccnc2n(CC(=O)Nc2cccc(C)c2)c1=O	-6.7%
CCCCN(C(=O)c1ccc(OC)c([N+](=O)[O-])c1)c1c(N)n(CCC)c(=O)[nH]c1=O	-6.5%
CC(=O)N1CCN(c2ccc(NCc3ccc(C)s3)cc2)CC1	-3.1%
COc1ccc(NC(=O)c2ccc3c(c2)OCO3)cc1[N+](=O)[O-]	-20.6%
O=C(CSc1nccn1-c1ccc(Cl)cc1)Nc1nc2ccccc2s1	0.0%
Cc1ccc(C)c(NC(=O)C(OC(=O)c2ccc(C)s2)c2ccccc2)c1 (stereo not given)	5.3%
O=C(c1cc2ccc3cccnc3c2[nH]1)N1CCN(c2cccc(Cl)c2)CC1	?
CCn1c(SCC(=O)Nc2ccc(C)cc2Br)nnc1-c1nonc1NC(C)=O	6.9%
CCOc1ccccc1NC(=O)Cn1c(=O)ccc2cc(S(=O)(=O)N3CCCC3)ccc21	-4.1%
Cc1ccc(NC(=O)C2CCN(c3ncccn3)CC2)cc1F	1.1%
COc1cccc(C(=O)C2CCCN(Cc3cccc(-n4cccn4)c3)C2)c1 (stereo not given)	6.0%
O=S(=O)(c1ccccc1)N1CC2CC(Br)C(Br)CC21 (stereo not given)	5.9%
Cc1ccc(NC(=O)C2CCCN(S(=O)(=O)c3cn(C(C)C)cn3)C2)c(C)c1 (stereo not given)	-9.2%
CCCN(Cc1cc2cccc(C)c2[nH]c1=O)C(=O)c1cccc(Cl)c1	3.3%
O=C1CN(C(=O)COc2ccc(Cl)cc2)C(c2ccccc2)c2cc(Br)ccc2N1 (stereo not given)	20.3%
COc1cc(NC(=O)CSc2nc3ccccc3nc2Cc2ccccc2OC)cc(OC)c1	-3.3%
O=C(NCC(c1ccco1)S(=O)(=O)c1ccc(Cl)cc1)c1ccccc1F (stereo not given)	2.8%
O=C(Nc1ccc([N+](=O)[O-])cc1)c1cc2ccccc2nc1Cl	-15.1%

Reprinted at random: seven entries already listed
SMILES	aSyn yeast rescue
CCOc1ccccc1NC(=O)Cn1c(=O)ccc2cc(S(=O)(=O)N3CCCC3)ccc21	-4.1%
CCn1c(SCC(=O)Nc2ccc(C)cc2Br)nnc1-c1nonc1NC(C)=O	6.9%
Cc1ccc(NC(=O)C2CCN(c3ncccn3)CC2)cc1F	1.1%
CC(=O)N1CCN(c2ccc(NCc3ccc(C)s3)cc2)CC1	-3.1%
COc1ccc(NC(=O)c2ccc3c(c2)OCO3)cc1[N+](=O)[O-]	-20.6%
COc1cccc(C(=O)C2CCCN(Cc3cccc(-n4cccn4)c3)C2)c1 (stereo not given)	6.0%
Cc1ccc(NC(=O)C2CCCN(S(=O)(=O)c3cn(C(C)C)cn3)C2)c(C)c1 (stereo not given)	-9.2%

Next section
SMILES	aSyn yeast rescue
CCC(=O)NCCc1sc2nc(-c3ccc(OC)cc3)nn2c1C	-1.9%
COc1ccc(C(=O)CN(Cc2ccccc2)C2=NCCS2)cc1	4.6%
CCN(CC)c1ccc(C(=O)OCC(=O)N(C(C)C)C(C)C)cc1	9.1%
Cc1cccc(C(=O)Nc2cc(-c3nc4cccnc4s3)ccc2C)c1	-11.4%
CCC(=O)N1N=C(c2c(-c3ccccc3)c3cc(Cl)ccc3[nH]c2=O)CC1c1ccco1 (stereo not given)	-5.7%
COc1ccc(NC(=O)CSc2nnc(-c3nonc3NC(C)=O)n2C)cc1Cl	0.4%
Cc1ccc(C2c3[nH]c4ccccc4c3CCN2C(=O)CSc2ccccc2)cc1 (stereo not given)	14.1µM*
COC(=O)c1ccc2c(=O)n(CCc3ccc(S(N)(=O)=O)cc3)c(SCC(=O)C(C)(C)C)nc2c1	-6.2%
COc1ccccc1NCC(=O)n1nc(C)cc1C	-2.5%
CN(C)S(=O)(=O)c1ccc(NC(=O)COc2ncnc3sccc23)cc1	-1.1%

Reformatted: results already given
smiles,aSyn yeast rescue
O=C(Nc1ccc([N+](=O)[O-])cc1)c1cc2ccccc2nc1Cl,-15.1%
O=C1CN(C(=O)COc2ccc(Cl)cc2)C(c2ccccc2)c2cc(Br)ccc2N1 (stereo not given),20.3%
CN(C)S(=O)(=O)c1ccc(NC(=O)COc2ncnc3sccc23)cc1,-1.1%

The main list resumes, starting two compounds before the break.
SMILES	aSyn yeast rescue
COc1ccccc1NCC(=O)n1nc(C)cc1C	-2.5%
CN(C)S(=O)(=O)c1ccc(NC(=O)COc2ncnc3sccc23)cc1	-1.1%
Cc1ccc2c(c1)N(CC(=O)N1CCC(O)CC1)C(=O)CO2	6.0%
COC(=O)c1ccc(NC(=O)CN(C)S(=O)(=O)c2ccc3c(c2)CCCC(=O)N3)cc1	2.9%
O=C(C1CC1)N1CCN(c2nc3c(F)cc(F)cc3s2)CC1	-8.9%
COc1ccccc1CNC(=O)CCNS(=O)(=O)c1ccc2c(c1)CCCC(=O)N2	-2.0%
CCCc1nc(SCc2ccccn2)c2c(=O)n(C)c(=O)n(C)c2n1	-2.3%
NNC(=S)Nc1ccc(OC(F)(F)F)cc1	-12.5%
O=S(=O)(Nc1ccc(Br)cc1)c1cccc(NC(=S)NCCN2CCOCC2)c1	8.7%
COC(=O)c1c(-c2ccc(Cl)cc2)noc1N1CCN(c2cc(C)ccc2C)CC1	-3.9%
CCOC(=O)c1c(-c2ccccc2)oc2ccc(N(C(C)=O)S(=O)(=O)c3ccc(C)cc3)cc12	-25.5%
CCOC(=O)c1cn(CC(=O)Nc2ccc(OC)cc2OC)nn1	-3.6%
CCc1cccc(NC(=O)CCS(=O)(=O)c2cc3c4c(c2)CCN4C(=O)CC3)c1	-1.4%
CC(C)CSc1n[nH]c(=S)s1	-29.6%
Cc1cccc(N2CCN(C(=O)NC(C)c3ccc(F)c(F)c3)CC2)c1C (stereo not given)	-8.7%
CC(=O)N1CCc2cc(Br)cc(S(=O)(=O)CCC(=O)N3CCN(c4ccccc4Cl)CC3)c21	0.4%
COc1ccc(C(=O)N/C(=C\c2cn(S(=O)(=O)N(C)C)c3ccccc23)C(=O)N2CCCC2)cc1	9.7%
NS(=O)(=O)c1ccc(CNC(=O)c2ccc3c(=O)n4c(nc3c2)CCC4)cc1	-2.0%
COc1ccc(-n2cc(-c3ccccc3)c3c(NC4CCCCC4)ncnc32)cc1	-1.1%
COc1cccc(NC(=O)CSCc2nc3sc(C)c(C)c3c(=O)[nH]2)c1	0.7%
CC(C)c1nc2ccc(C(=O)NCCCN3CCN(c4ccccc4F)CC3)cc2o1	-2.6%
CC1CCC(Nc2ncnc3onc(-c4ccc(Cl)cc4)c23)CC1 (stereo not given)	-5.9%
COc1ccc(C(C)=O)cc1CSc1nc(NCc2ccccc2)c2ccccc2n1	1.4%
CCN(C(=O)C1CCN(c2ncnc3c2nc2n3CCCCC2)CC1)c1cccc(Cl)c1	?
Cc1cc([N+](=O)[O-])nn1CC(=O)NC1CCCCC1	14.4%
COc1cc(OCc2ccccc2)c(CC(=O)O)c([N+](=O)[O-])c1	6.8%
CCn1cc(C(=O)NCCCOC)c(=O)c2cc(S(=O)(=O)N3CCCC3)ccc21	-3.9%
O=C(OCCC1Oc2cccnc2NC1=O)c1ccc(F)cc1 (stereo not given)	5.2%
CC/C(=N\NC(=O)c1cc(C)oc1C)c1ccc(OC(F)F)cc1	-2.0%
Cc1ccc(OCCNC(=O)c2ccc3ccccc3n2)cc1	6.1%
C/C(=N\NC(=O)c1cccnc1)c1ccc(OC2OCCOC2Oc2ccc(/C(C)=N/NC(=O)c3cccnc3)cc2)cc1 (stereo not given)	8.0%
CCN(CC)CCNC(=O)c1ccc(NC(=O)c2ccccc2-c2ccc(C(F)(F)F)cc2)cc1	-4.9%
O=C(c1cccc(Br)c1)N1CCN(Cc2cc(=O)n3nc(-c4ccccc4)sc3n2)CC1	-3.1%
Cc1noc(C)c1C(=O)Nc1nnc(CC(C)C)s1	5.1%
COC(=O)c1cc(OC)c(OC)cc1NC(=O)c1ccc2c(c1)CCN2S(=O)(=O)c1ccccc1	5.3%
CCCCn1c(N)c(N(CCOC)C(=O)C2CCN(c3ncnc4sc(C)c(C)c34)CC2)c(=O)[nH]c1=O	1.4%
Cc1ccc(-n2c(=O)c3ccc(C(=O)NCc4ccco4)cc3n(CC(=O)Nc3ccccc3C(F)(F)F)c2=O)cc1	-0.5%
CSc1nc2c(c(=O)[nH]1)C(c1cccc(Cl)c1Cl)CC(=O)N2 (stereo not given)	-1.2%
CCC(C)NC(=O)c1c(C)oc2nc(C)nc(N3CCOCC3)c12 (stereo not given)	?
Cc1cc(C)c(S(=O)(=O)NCC2CCC(C(=O)NCCc3ccccc3)CC2)c(C)c1 (stereo not given)	-0.3%
COCCNC(=S)Nc1ccc2[nH]c(=O)[nH]c2c1	4.6%
CC(=O)Nc1ccc(S(=O)(=O)N[C@@H](C)C(=O)OCC(=O)c2ccc(Br)s2)cc1	-4.0%
COc1ccc(S(=O)(=O)N(C)C[C@H]2Oc3ncc(Br)cc3C(=O)N([C@@H](C)CO)C[C@@H]2C)cc1	-9.2%
Cc1nn(Cc2ccccc2)c(C)c1NC(=O)c1cc(C(C)C)on1	-5.3%
CC(C)[C@H](NC(=O)c1ccco1)C(=O)Nc1ccc(N2CCCCCC2)cc1	3.3%
Cc1cc(-n2c(C)nc3ccccc3c2=O)ccc1NC(=O)C(F)(F)F	-5.0%
C=CCC1(CC=C)CCCN1C(=O)C1CCC(=O)N(Cc2ccc(Cl)cc2)C1 (stereo not given)	3.0%
Cc1ccc2cccc(NC(=O)c3ccc(-c4cccc(Cl)c4)o3)c2n1	-3.6%
CN(C)CCNC(=S)Nc1ccccc1Cl	4.2%
CC(C)(C)OC(=O)N1CCC(c2c(C(=O)NCCN3CCOCC3)cnn2-c2cccc(Cl)c2)CC1	-7.6%
O=C(NCCc1ccccc1)C1CCN(Cc2cc3ccccc3n2Cc2ccccc2)CC1	8.5%
CCOc1ccc(NC(=O)CSc2nc(-c3ccc(F)cc3)cc(C(F)(F)F)c2C#N)cc1	1.2%

New compounds follow
SMILES	aSyn yeast rescue
CCCC(=O)Nc1ccc2c(c1)nc(CCNC(=O)c1ccco1)n2C	-40.1%[inhibitor]
O=C1OC[C@H](Cc2ccc3c(c2)OCO3)/C1=C\c1ccc2c(c1)OCO2	2.1%
CC(CNC(=O)CCS(=O)(=O)c1ccc2c(c1)oc(=O)n2C)c1ccccc1 (stereo not given)	3.1%
Cc1ccc(C(=O)NCCC(C)C)cc1NC(=O)c1nsc2ccccc12	-4.8%
O=C(Cn1c(-c2cccs2)cc2ccccc21)NCCc1ccc(Cl)cc1	-10.0%
CCS(=O)(=O)N1CC(=O)N(c2cccc(Cl)c2)C(C)(C(=O)NC2CCCCCC2)C1 (stereo not given)	-11.8%
CCOC(=O)c1cc(C(=O)NNC(=O)c2cccc([N+](=O)[O-])c2)c(C)nc1C	-7.2%
COc1cc(/C=N/NC(=O)c2cc[n+]([O-])cc2)ccc1O	-13.1%
CC(C)(C)C(=O)Nc1cc(NC(=O)C(C)(C)C)cc(C(=O)Nc2cc(C(=O)O)cc(C(=O)O)c2)c1	0.0%
Cc1cccc(N2CCN(C(=O)CCCn3c(=O)[nH]c4ccsc4c3=O)CC2C)c1 (stereo not given)	-4.1%
COC(=O)c1sccc1NC(=S)OC	-4.5%
O/N=C1\CCCc2ccccc21	5.8%
COc1ccc(/C=C2\SC(=S)N(CCCC(=O)N3CCOCC3)C2=O)cc1OC	9.7%
CCOc1ccc(/C(O)=C2\C(=O)C(=O)N(c3ccccn3)C2c2ccccc2F)c(C)c1 (stereo not given)	7.7%
COc1ccc(NC(=O)C2CCCN2S(=O)(=O)c2ccc3nc(-c4ccccc4)[nH]c3c2)cc1 (stereo not given)	-10.0%
CCOc1ccccc1NC(=O)CSc1nc(-c2cccs2)cc(C(F)(F)F)n1	-1.9%
Cc1cccc(-c2noc(-c3ccc(N4CCOCC4)c([N+](=O)[O-])c3)n2)c1	-9.7%
COc1cccc(C2c3c(oc4ccccc4c3=O)C(=O)N2CCCN2CCOCC2)c1 (stereo not given)	-28.6%
Cc1ccc(Cl)cc1N(C)C(=O)c1cc2c(Cl)nc3ccccc3c2s1	12.3%
COc1ccc2c(c1)CCc1sc(NC(=O)c3cccc(Br)c3)nc1-2	-14.2%
Cc1ccnc(SCCn2c(N3CCN(c4ccccc4)CC3)nc3c2c(=O)[nH]c(=O)n3C)n1	5.1%
N#Cc1ccc(N2CCN(C(=O)c3cccc(F)c3)CC2)c(F)c1	3.1%
Cc1ccc(CNC(=O)c2ccc(-n3cnc4cccnc43)cc2)cc1	-6.5%
COc1ccccc1CNC(=O)c1cccc(S(=O)(=O)N2CCN(C)CC2)c1	9.8%
CCOC(=O)c1cc(NC(=O)c2ccc(F)cc2)c(=O)n2c1oc1ccccc12	-3.1%
COc1ccc(N2CCC(CNC(=O)Nc3ccc(Cl)cc3)C2)cc1 (stereo not given)	-16.6%
O=C(COC(=O)CNC(=O)c1ccccc1F)Nc1ccc2c(c1)OCCO2	-4.8%
COc1cc(NC(=O)c2cc(S(=O)(=O)N3CCc4ccccc43)cn2C)cc(OC)c1OC	-1.6%
CCC1(C(=O)OC)CCc2c(cc(OC)c3ccccc23)C1=O (stereo not given)	15.5%
COCCN1C(=O)c2[nH]nc(-c3ccccc3O)c2C1c1ccc(OC)cc1 (stereo not given)	3.1%
CCc1cnc2c(c1SC(C(C)=O)C(=O)N(C)C)c(=O)n(C)c(=O)n2C (stereo not given)	-0.9%
Cc1cc(C)cc(NC(=O)CCN2C(=O)c3ccccc3S2(=O)=O)c1	-4.1%
CN1CCN(C(=O)/C(=C\c2ccc3c(c2)OCO3)NC(=O)c2cccs2)CC1	2.5%
COc1ccc(-c2nnc(SCC(=O)Nc3cccc(C(F)(F)F)c3)nc2-c2ccc(OC)cc2)cc1	1.6%
Cc1ccc(-c2cn3c(n2)sc2cc(C(=O)NC4CCCc5ccccc54)ccc23)cc1 (stereo not given)	0.8%
